HCV inh – qHTS Assay for Inhibitors of Hepatitis C Virus (HCV). Potency, µM (highest dose often 41.8 µM), for inactives: at the top dose activity change, negative = inhibition, actives largely listed as inhibitors. 3.4% of 340,000 active. AID 651820, 2012. Huh7.5.1 HCVcc-Cre infection, luciferase reporter, 44 h; further: potency means the concentration at half of the fitted maximal effect
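After 44 h co-culture of compound, cells and HCVcc-Cre (~0.5 moi), substrate is added for 15 min at room temperature and luciferase measured over 15 sec. Cells were seeded at 1,000/well and pre-cultured 4 h.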
FBPA Giardia inh – qHTS Assay for Inhibitors of Fructose-1,6-bisphosphate Aldolase from Giardia Lamblia | purified Giardia FBPA | Potency, µM (series often up to 59.6 µM), inactives show at the highest dose activity, negative = inhibition, usual class: inhibitors | 0.71% of 290,000 active | A8B2U2; further: potency means the concentration at half of the fitted maximal effect; nearly all actives have a fitted effect of over 55% in size
Target sequence (A8B2U2 whole entry, looked up): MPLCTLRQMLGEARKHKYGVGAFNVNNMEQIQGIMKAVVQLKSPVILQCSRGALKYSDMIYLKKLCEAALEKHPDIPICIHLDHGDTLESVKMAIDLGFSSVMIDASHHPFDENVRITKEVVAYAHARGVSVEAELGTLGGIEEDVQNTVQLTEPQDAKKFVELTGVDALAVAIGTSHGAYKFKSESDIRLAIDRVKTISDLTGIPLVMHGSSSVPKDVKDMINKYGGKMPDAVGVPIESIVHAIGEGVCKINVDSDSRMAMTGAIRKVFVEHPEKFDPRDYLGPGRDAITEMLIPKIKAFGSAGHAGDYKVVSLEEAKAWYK
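Giardia FBPA (40 nM reagent) was preincubated 10 min at RT with compound (up to 57.5 uM final), then substrate plus GAPDH/TPI/NAD/arsenate coupling system with diaphorase/resazurin was added; resorufin fluorescence (525/598 nm) was read after 20 min.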
Sm TGR block – qHTS Assay for the Inhibitors of Schistosoma Mansoni Peroxiredoxins | Potency, µM (top dose mostly 114 µM), inactives show at the highest dose activity change, negative = inhibition, usual class: inhibitors | 3% of 360,000 active | AID 485364, 2010 | purified TGR, DTNB reduction, TNB absorbance 405 nm | Schistosoma mansoni thioredoxin glutathione reductase (TGR), Q962Y6; further: potency means the concentration at half of the fitted maximal effect; nearly all actives have a fitted effect of over 60% in size
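First, TGR (20 nM dispensed) and NADPH were mixed with compound. Second, a 15 min room-temperature incubation followed. Third, further NADPH and then DTNB were added to start the reaction. Finally, TNB absorbance was monitored kinetically.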
AmpC inh detg – qHTS Inhibitors of AmpC Beta-Lactamase (assay with detergent). P00811. AmpC hydrolysis of nitrocefin, absorbance 480 nm, 0.01% Triton. Potency, µM (titrated, usually from 114 µM), for inactives: at the highest dose activity change, negative = inhibition, most hits filed as inhibitors. 0.041% of 370,000 active;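 further: potency means the concentration at half of the fitted maximal effect; 0% = no-compound wells and -100% = no-enzyme wells; nearly all actives have a fitted effect of over 25% in size; some results filed as inactive show a strong effect at the top dose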
Target sequence (P00811 whole entry, looked up): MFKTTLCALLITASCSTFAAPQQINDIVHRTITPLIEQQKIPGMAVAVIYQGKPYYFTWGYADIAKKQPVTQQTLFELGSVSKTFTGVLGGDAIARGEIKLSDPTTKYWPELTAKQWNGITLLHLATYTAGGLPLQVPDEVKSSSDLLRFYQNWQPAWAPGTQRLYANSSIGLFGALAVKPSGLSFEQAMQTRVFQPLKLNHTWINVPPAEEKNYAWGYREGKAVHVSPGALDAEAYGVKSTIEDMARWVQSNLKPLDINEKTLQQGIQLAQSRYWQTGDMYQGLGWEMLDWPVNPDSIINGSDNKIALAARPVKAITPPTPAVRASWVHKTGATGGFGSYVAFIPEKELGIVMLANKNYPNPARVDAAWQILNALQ
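AmpC (5.3 nM in the dispensed reagent) in 20 mM phosphate pH 7.0 with 0.01% (detergent screen) or 0.0001% Triton X-100 was preincubated with compounds for 15 min at room temperature. Nitrocefin was then added from an 800 uM solution, and hydrolysis was followed at 480 nm.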
AmpC inh no detg – qHTS Inhibitors of AmpC Beta-Lactamase (assay without detergent); P00811; AmpC nitrocefin hydrolysis, absorbance 480 nm, 0.0001% Triton; Potency, µM (titrated, usually from 57.1 µM), without a hit: top-dose activity change, negative = inhibition, usual class: inhibitors; 0.52% of 330,000 active; AID 485341, 2010;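 further: potency means the concentration at half of the fitted maximal effect; plate controls were no compound for no effect and no enzyme for full effect; nearly all actives have a fitted effect of over 20% in size; some results filed as inactive show a strong effect at the top dose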
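AmpC (5.3 nM in the dispensed reagent) in 20 mM phosphate pH 7.0 with 0.01% (detergent screen) or 0.0001% Triton X-100 was preincubated with compounds for 15 min at room temperature. Nitrocefin was then added from an 800 uM solution, and hydrolysis was followed at 480 nm.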
HCMV antiviral – qHTS Assay for inhibitors of the human cytomegalovirus (HCMV); HFF cells, HCMV-luciferase reporter, 72 h; active compounds read low; activity change, negative = inhibition, % at 57.5 µM; 4.5% of 410,000 active; AID 1259415, 2018; in the data active means activity change below about -60%; inconclusive means no clear call, values can overlap the other calls; inactive means above about -39%
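Luciferase read-out from HCMV-luciferase-infected HFFs (MOI 1 PFU/cell) 72 h post infection at 37C; compounds added after 16 h cell attachment; activity normalized between buffer-only basal and Salinomycin (10uM) inhibitor controls.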
The depositor's hits bear a star; ? = inconclusive; nt = not tested or not shown; [ ] = dose if it differs, or a comment. Unless noted, the call rests on the fitted dose curve; in most records, active means well fitted curve in the direction sought with a large enough effect; inconclusive means small, poorly fitted or top-dose-only effect, or another doubt; inactive means no such curve, though single readings can be large; an effect the other way counts as inactive or inconclusive. Unless noted, on the % scale 0 is the no-effect control and ±100 the full control effect. Not a hit list (roughly 9.9% active in at least one column).

SMILES	HCV inh	FBPA Giardia inh	Sm TGR block	AmpC inh detg	AmpC inh no detg	HCMV antiviral
Cn1c2c(c(=O)n(C)c1=O)C(c1ccc(Br)cc1)C(C#N)=C(N)N2 (configuration not stated)	-4.8%	17.8%	4.7%	?	-16.9%	-1.9
O=C(c1ccc(F)cc1)c1cn(Cc2ccccc2)c2cc3c(cc2c1=O)OCO3	nt	nt	3.0%	0.6%	nt	-37.7
CC(=O)C1=C(O)CC(c2ccccc2)CC1=NCCc1ccccc1 (configuration not stated)	9.8%	4.1%	0.1%	3.1%	18.7%	?
CN1C(=O)N(CC(=O)N2CCN(c3ncccn3)CC2)C(=O)C12CCCCC2	12.8%	nt	3.4%	-2.5%	-8.6%	-21.1
CCCC(=O)Nc1ccc(N2CCN(C(=O)c3cc4ccccc4o3)CC2)cc1	-1.9%	16.6%	7.7%	-8.4%	-9.1%	34.7
CC1(C)CC(NC(=O)c2cccc(Cl)c2)CC(C)(C)N1	1.3%	6.6%	3.7%	-11.4%	-11.3%	72.4
O=C(NCCCN1CCCC1=O)c1csc2ccccc12	-7.0%	-5.9%	-8.8%	-4.2%	-17.4%	69.1
COC(=O)c1ccc(NC(=O)CN(C)Cc2cccc(F)c2)cc1	-21.4%	0.6%	-21.8%	-5.0%	-8.9%	-31.0
COc1cc2[nH]c(=O)n(CCCC(=O)NCCc3ccccc3)c(=O)c2cc1OC	?	9.8%	?	-9.0%	-6.6%	7.5
CCN(CC)S(=O)(=O)c1ccc(N2CCCC2)c(C(=O)OCC(=O)Nc2cc(C)on2)c1	-27.2%	-3.5%	-0.6%	-6.6%	-26.8%	4.5
O=C(O)CS(=O)(=O)c1ccc(Oc2ccc(S(=O)(=O)CC(=O)O)cc2)cc1	10.6%	10.6%	-5.5%	?	9.6%	-5.3
COC(=O)c1onc(-c2c(Cl)cccc2Cl)c1C(=O)OC	11.1%	-3.1%	5.2%	0.7%	-10.5%	5.9
C/C(=N\OC(=O)c1c(-c2ccccc2Cl)noc1C)c1nccs1	9.5%	-3.7%	3.2%	9.1%	-18.9%	-11.7
CC(=O)Nc1ccc(S(=O)(=O)NC2(C(F)(F)F)NC(=O)N(Cc3ccccc3)C2=O)cc1 (configuration not stated)	11.6%	1.3%	-34.3%	?	-24.5%	-0.5
CC(=O)Oc1ccc2c(=O)c(-c3nc4ccccc4s3)coc2c1	-2.5%	6.3%	57.3%[activator]	2.5%	-42.6%	178.1
CCOC(=O)c1cnc(-n2nc(C)cc2C)nc1Nc1ccc(OC)cc1	11.2µM*	11.2%	-3.9%	-4.5%	-6.9%	-32.3
COc1ccc(CNC(=O)CN(CC2CCCO2)C(=O)CNS(=O)(=O)c2ccccc2)cc1 (configuration not stated)	3.8%	1.0%	11.1%	-3.1%	0.6%	16.8
CC(C)c1cccc(C(C)C)c1NC(=O)c1ccc(OCC(=O)NCc2ccccc2)cc1	3.7%	0.6%	-2.5%	-13.7%	-12.3%	nt
COc1ccc(CCNC(=O)COC(=O)c2cc(OC)c(OC)cc2OC)cc1	-5.9%	6.6%	0.5%	-2.1%	-1.9%	-20.7
COc1ccc(-c2noc(CCC(=O)Nc3ccccc3Cl)n2)cc1OC	nt	nt	-7.2%	3.4%	nt	-16.6
Cc1ccc(S(=O)(=O)CCc2nnc(N)s2)cc1	20.6%	4.5%	0.7%	-0.5%	-19.4%	14.8
COC(=O)c1c(SC)nc2ccccc2c1OCc1cc(C)ccc1C	nt	nt	18.6%	6.6%	nt	-6.0
Cc1ccc(NC(=O)CCC(=O)NNC(=S)Nc2ccccc2)c(C)c1	11.9%	-3.4%	-1.2%	-3.1%	13.4%	12.5
O=C(Nc1ccc(F)cc1)C(NC1CCCCC1)c1ccccc1 (configuration not stated)	-0.2%	3.6%	4.8%	-6.5%	-37.6%	-32.3
CCn1ncc(S(=O)(=O)N2CCN(c3cccc(OC)c3)CC2)c1C	-13.9%	2.0%	-2.1%	-1.4%	-9.4%	?
Cc1ccc(CNC(=O)CNC(=O)[C@@H]2Cc3ccccc3CN2C(=O)OC(C)(C)C)cc1	0.5%	10.1%	-4.0%	-10.2%	114.0%[activator]	-31.1
NC1=NN=C(N2N=C(c3ccco3)CC2(O)C(F)(F)F)n2ncnc2C1 (configuration not stated)	-2.5%	?	-28.7%	-10.9%	-11.9%	-9.6
Cc1ccccc1Cn1c(-c2cccs2)nc2ccccc21	nt	nt	-6.1%	-0.7%	nt	-14.4
CN(c1ccc(C(=O)N/N=C/c2cccc([N+](=O)[O-])c2)cc1)S(=O)(=O)c1ccccc1	12.6µM*	7.6%	0.8%	-2.2%	-43.3%	-9.7
COc1ccc(OCC(=O)NNC(=O)C(=O)Nc2ccccc2)cc1	-16.8%	nt	nt	nt	-6.3%	-1.1
O=C1N[C@H](Cc2ccccc2)COC(=O)[C@H](Cc2ccc(F)cc2)C/C=C\C[C@@H]1CC(=O)N(CCO)Cc1ccccc1	?	nt	nt	nt	208.0%[activator]	29.2
COP(=O)(OC)c1nc(-c2cccc3ccccc23)oc1NCCc1ccccc1	?	-0.9%	1.0%	?	162.9%[activator]	9.2
CC(C)[C@H](NC(=O)c1ccc([N+](=O)[O-])cc1Cl)C(=O)N1CCN(C/C=C/c2ccccc2)CC1	14.1µM*	nt	nt	nt	216.4%[activator]	-19.6
O=S1(=O)N=C(N2CCOCC2)c2ccccc21	17.3%	1.3%	-12.6%	?	-1.5%	-4.1
COc1ccc(Oc2cc(C(F)(F)F)cnc2C(N)=O)cc1	18.4%	5.2%	-0.4%	4.2%	-19.5%	-17.5
CN(C)c1ccc(C2OC(=O)C(C)(C)C(=O)C2(C)C)cc1 (configuration not stated)	9.1%	3.0%	1.2%	-6.1%	-0.8%	65.1
Cc1cccc(S(=O)(=O)c2c(N)n(/N=C/c3ccco3)c3nc4ccccc4nc23)c1	2.51µM*	-10.1%	-24.1%	-1.3%	-24.8%	-28.1
Brc1ccc(-c2noc(-c3ccccn3)n2)o1	-6.4%	9.2%	-3.9%	-8.3%	-23.8%	56.1
CCOC(=O)c1cnn(C)c1NC(=O)c1ccc([N+](=O)[O-])cc1	0.1%	-2.0%	-1.0%	-11.7%	-16.4%	-12.1
Cc1noc(C)c1COc1ccc(C(=O)Nc2ncccc2O)cc1	13.2%	nt	-14.2%	-9.0%	-15.6%	?
CCc1ccc(-c2nc(NC(=S)NC(=O)c3cccs3)sc2C)cc1	12.5%	-13.8%	-1.6%	0.2%	-19.3%	8.4
CCc1cccc2c(-c3csc(=NC)n3C)c[nH]c12	?	-12.5%	-3.0%	-5.5%	-2.0%	9.9
O=C(COC(=O)c1cc(Br)c(Br)s1)NCCC1=CCCCC1	28.7%	5.6%	-1.0%	-1.8%	-11.2%	23.4
Cn1c(CSc2ncccn2)nnc1SCC(=O)N1CCCc2ccccc21	14.7%	-3.9%	-1.1%	-11.9%	-10.2%	22.2
C/C(Cl)=C/Cc1c(C)[nH]c2ccc(C)cc2c1=O	-16.7%	-0.4%	8.1%	-1.4%	-34.2%	67.1
COc1ccc(OCC(=O)Nc2ccc(S(=O)(=O)N3CCCC3)cc2)cc1	-2.3%	7.2%	3.7%	?	-33.5%	-39.2
Cc1cccc(N2CCN(S(=O)(=O)c3ccc4oc(=O)c5ncn(C)c5c4c3)CC2)c1C	nt	nt	0.0%	14.5%	nt	-4.6
CCOc1ccc(-c2csc(/C(C#N)=C\c3ccc(O)c([N+](=O)[O-])c3)n2)cc1	?	0.3%	-19.7%	-11.2%	-28.2%	-29.6
O=C1NC(=S)N(c2ccccc2)C(=O)C1C(c1ccncc1)C1C(=O)NC(=S)N(c2ccccc2)C1=O (configuration not stated)	23.1%	3.4%	?	3.4%	-26.4%	13.3
O=C(O)c1ccc(-n2ccnc2)c([N+](=O)[O-])c1	8.8%	-18.9%	-5.4%	-13.3%	-11.4%	55.3
O=C(NNC(=O)c1ccccc1O)c1ccc(Cl)cc1	-25.2%	7.0%	-2.8%	-14.6%	-16.8%	29.4
COc1ccc(OC)c(NC(=O)c2cccn2-c2nnc(N3CCCCC3)s2)c1	nt	nt	1.4%	-0.2%	nt	0.0
O=C(NCc1ccco1)/C(=C\c1cccc([N+](=O)[O-])c1)NC(=O)c1ccco1	2.9%	6.2%	-31.4%	-11.7%	-20.6%	-72.0*
CCN(C(=O)CN1C(=O)/C(=C/c2ccccc2F)SC1=S)C1CCS(=O)(=O)C1 (configuration not stated)	-1.1%	nt	-3.1%	?	-16.6%	?
CCCCOc1ccc(CNC(=O)CN2C(=O)CCn3nc(-c4cn(C)c5ccccc45)cc32)cc1	nt	nt	-4.6%	0.6%	nt	-1.1
CCC(=NCc1ccc(Cl)c(Cl)c1)c1nc(-c2ccco2)oc1O	-27.6%	3.8%	-2.9%	-5.2%	0.7%	-34.9
Cc1cc(C)cc(NC(=O)CCCSc2nc3ccccc3[nH]2)c1	?	-1.0%	0.7%	-6.1%	-5.6%	0.9
COc1ccc(CNC(=O)CSc2nnc(C3CC3)n2C2CC2)cc1	-1.9%	nt	-0.8%	-0.3%	-23.2%	-25.3
NC(=S)Nn1c(CCC(=O)O)ccc1-c1ccccc1	-16.8%	0.8%	2.5%	-10.9%	-10.9%	-26.2
CCOc1nc(N=C(N)N)nc2c(C)cccc12	?	0.2%	-2.3%	2.7%	-14.5%	62.0

Continuation.
SMILES	HCV inh	FBPA Giardia inh	Sm TGR block	AmpC inh detg	AmpC inh no detg	HCMV antiviral
CC(C)(C)NC(=O)CSc1nsc(SCC(=O)NC(C)(C)C)c1C#N	?	2.8%	-0.7%	-15.8%	-14.7%	?
Cn1cccc1/C=N/NC(=O)c1cccc(OC(F)(F)C(F)F)c1	?	-4.7%	-16.0%	-7.6%	-17.5%	-26.9
CCCn1nc2cc(C(=O)NCCc3cccs3)ccc2c1OCC	?	1.2%	-7.9%	3.9%	-14.8%	35.9
COC(/C=C/Nc1ccc(C)c(C)c1)=C(C#N)C#N	0.7%	1.3%	13.6%	-13.0%	0.1%	0.9

Screening data deposited in PubChem by National Center for Advancing Translational Sciences (NCATS).
